# PMI act hi M6P: activators of human phosphomannose isomerase at near-saturating mannose 6-phosphate. coupled PMI enzyme assay, resazurin fluorescence, 20 min; active compounds read high; 1 = untreated enzyme, 0 = substrate-free blank. activation factor at 20 µM. 190,000 compounds, 0.34% hits. AID 1216;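 active = activation factor of 2 or more at 20 µM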
#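 test system = human PMI in coupled enzyme assay | medium = HEPES-buffered pH 7.4 with magnesium and detergent | also added = 1.0 mM mannose-6-phosphate substrate with 0.22 mM NADP+ | compound = 20 µM single dose | times = 20 min incubation at room temperature | measured by = resorufin fluorescence (Ex 544/Em 590 nm) from resazurin via diaphorase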
# PPARg SRC-3 ag: PPARgamma-driven SRC-3 recruitment agonism. activation, % at 8 µM. P37231. 200,000 compounds, 0.26% hits. biochemical PPARgamma/SRC-3 coactivator recruitment assay; in the data active = activation above about 23%;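 also: 0% = DMSO and 100% = reference agonist; some compounds past the cut are filed as inactive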
# PPARg SRC1 recr: promotes SRC-1 coactivator recruitment by human PPARgamma; P37231; PPARgamma-SRC-1 coactivator recruitment biochemical assay; activation, % at 8 µM; 200,000 compounds, 0.41% hits; AID 631; in the data active = activation above about 19%;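 also: 0% = DMSO and 100% = reference agonist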
# PPARg SRC2 recr: agonists of SRC-2 recruitment by human PPARgamma | AID 1032 | PPARgamma LBD-SRC-2 recruitment, biochemical | 200,000 compounds, 0.34% hits | activation, % at 8 µM | P37231; in the data active = activation above about 22%;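 also: 0% = vehicle and 100% = reference agonist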
# Diaphorase inh: inhibits diaphorase or chemically oxidizes, flagging diaphorase assay artifacts. inhibition, % at 20 µM. diaphorase resazurin-to-resorufin fluorescence, NADH, 16 min; bacterial (C. kluyveri) enzyme, not human. 190,000 compounds, 0.69% hits;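 active = primary screen inhibition at 20 µM above a set limit, cut at about 50% in these data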;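 also: plate controls were DMSO with full reaction for no effect and wells lacking NADH for full effect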
#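 Assay system: diaphorase enzyme from Clostridium kluyveri; Input: enzyme working solution with 0.14 U/mL diaphorase; Timing: 16 min at room temperature; Technique: resorufin fluorescence, excitation 544 nm, emission 590 nm; Benchmarks: positive control minus NADH, DMSO neutral control.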
# PMI act: increases human mannose-6-phosphate isomerase activity | purified human PMI, coupled resazurin fluorescence, 20 min; active compounds read high; 1 = vehicle control, 0 substrate-free wells | P34949 | activation factor at 20 µM | 190,000 compounds, 0.005% hits;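 active = activation factor of 2 or more at 20 µM, relative to plate controls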
# G6PDH CS: counter-screen for G6PDH assay hits: L. mesenteroides G6PDH inhibition. AID 1020. 200,000 compounds, 0.12% hits. inhibition, % at 5 µM. Purified L. mesenteroides G6PDH, diaphorase/resazurin coupled fluorescence, 45 min; in the data active = inhibition above about 50%
# TR-FRET SRC-2 ct: counter-screen for PPARgamma SRC-2 recruitment agonists: TR-FRET artefact | 200,000 compounds, 0.4% hits | active compounds read high | TR-FRET ratio at 8 µM; in the data active = TR-FRET ratio above about 2000; also: inactives centre near 1500
# Diaphorase act: activates diaphorase or chemically reduces, flagging diaphorase assay artifacts; AID 1229; 190,000 compounds, 0.005% hits; Diaphorase/resazurin coupled assay, resorufin fluorescence, 16 min; active compounds read high; 1 = vehicle wells, 0 = NADH-free wells; activation factor at 20 µM;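 active = diaphorase activity raised at least twofold by the compound at 20 µM; inactive = activation factor below 2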
#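 Assay system: bacterial diaphorase enzyme (C. kluyveri) / Input: enzyme 0.07 U/mL final / Medium: 50 mM HEPES pH 7.4 with 4.542 mM MgCl2, 0.005% Tween 20 / Doses: single compound dose of 20 µM, 1% DMSO final / Incubation: 16 min enzyme reaction, ambient temperature / Signal: fluorescence, excitation 544 nm and emission 590 nm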
# ROMK mod: modulators of human ROMK potassium channel; B-score at 10 µM; 130,000 compounds, 2% hits; AID 1918; Tet-inducible ROMK, thallium flux fluorescence; actives lie on both sides;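 active = signal ratio slope over the read window, or its plate-corrected B-score, at least 3 SD from the plate mean, either direction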;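 also: B-score of the F/F0 ratio slope over 7 to 12 s after thallium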
# Target sequence (P48048 whole entry, looked up): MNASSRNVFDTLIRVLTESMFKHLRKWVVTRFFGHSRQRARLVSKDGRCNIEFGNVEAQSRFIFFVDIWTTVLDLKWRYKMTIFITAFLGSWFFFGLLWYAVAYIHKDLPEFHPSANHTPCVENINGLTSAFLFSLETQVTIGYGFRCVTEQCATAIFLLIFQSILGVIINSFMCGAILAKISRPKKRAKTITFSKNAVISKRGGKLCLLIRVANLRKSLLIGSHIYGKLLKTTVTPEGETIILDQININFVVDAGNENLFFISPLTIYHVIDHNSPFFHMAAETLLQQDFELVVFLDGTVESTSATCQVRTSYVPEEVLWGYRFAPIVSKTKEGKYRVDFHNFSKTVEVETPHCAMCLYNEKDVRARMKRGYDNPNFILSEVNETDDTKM
# S1P3 antagonist: blocks the human S1P3 receptor; Q99500; CHO S1P3 NFAT-BLA reporter, FRET fluorescence, antagonist mode; inhibition, % at 4.98 µM; 170,000 compounds, 0.27% hits; AID 485;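 active = inhibition above the plate cutoff, the mean inhibition of test wells on that plate plus 3 SD, cut at about 28% in these data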;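 also: cells challenged with S1P at its EC80 of 0.8 µM; blue over green emission ratio from cleaved BLA substrate after 4 h stimulation; 0% = S1P-stimulated wells and 100% = unstimulated DMSO-only wells; some compounds past the cut are filed as inactive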
# Target sequence (Q99500 whole entry, looked up): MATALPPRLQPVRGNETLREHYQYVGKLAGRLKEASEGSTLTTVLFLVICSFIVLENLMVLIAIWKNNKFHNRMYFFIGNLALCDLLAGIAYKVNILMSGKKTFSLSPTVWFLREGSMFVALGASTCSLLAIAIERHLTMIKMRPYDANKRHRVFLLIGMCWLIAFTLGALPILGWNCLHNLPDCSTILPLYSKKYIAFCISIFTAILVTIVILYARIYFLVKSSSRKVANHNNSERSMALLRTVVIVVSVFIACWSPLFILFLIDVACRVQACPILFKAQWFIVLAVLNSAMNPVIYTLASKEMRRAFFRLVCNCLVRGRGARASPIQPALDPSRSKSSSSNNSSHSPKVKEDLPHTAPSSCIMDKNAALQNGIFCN
# * marks the source's active call; other numbers are inactive results; · = not tested or not shown. No enrichment for hits; 3.3% or so of the library scored in one or more.
SMILES,PMI act hi M6P,PPARg SRC-3 ag,PPARg SRC1 recr,PPARg SRC2 recr,Diaphorase inh,PMI act,G6PDH CS,TR-FRET SRC-2 ct,Diaphorase act,ROMK mod,S1P3 antagonist
COC(=O)Cc1ccc(NC(=S)N2CCCC(CO)C2)cc1 (stereo not given),0.9,-6,-1,-5,9,0.9,3,1519,0.9,·,5
CC(NC(=O)CN(C)Cc1nc2ccccc2c(=O)[nH]1)c1ccccc1 (stereo not given),1,-2,0,1,-6,1,-3,1430,1.1,0.094,·
Cc1nc2ncnn2c(C)c1CCC(=O)N1CCc2ccccc21,1,-2,-2,0,16,0.9,-1,1598,0.8,·,-26
CCOC(=O)C(NC(=O)CC(C)C)(Nc1sc2c(c1C(N)=O)CCCC2)C(F)(F)F (stereo not given),0.9,1,12,-1,10,1,6,1788,0.9,-0.48,-7
CCCCSc1nc(CCC)cc(=O)[nH]1,1.1,2,-1,8,-1,1.1,1,1532,1,-0.4,·
Cc1cc(C)cc(N(C(=O)c2snc(C(N)=O)c2N)C(C(=O)NCC2CCCO2)c2cccs2)c1 (stereo not given),1.1,5,14,9,3,1.2,4,1685,1,-2.4,1
CC(=O)Nc1ccc(S(=O)(=O)N2CCN(c3ccccn3)CC2)cc1,1,-7,-1,7,16,1,12,1561,0.8,-1.1,·
C=C(c1ccc(OCCO)cc1)c1ccc(OCCO)cc1,1.7,1,-2,2,7,1.4,-1,1599,0.9,0.21,·
Cc1cccc(NC(=O)N(Cc2nc3ccccc3c(=O)[nH]2)C2CCCC2)c1,0.9,-6,-7,-2,10,0.9,7,1562,0.9,0.11,-18
CC1=NN(Cc2ccccc2)C(=O)C1C(c1ccccc1)C(C#N)C#N (stereo not given),1.3,-9,0,5,6,1.2,-1,1477,0.9,0.0046,·
CC1=CCP(=O)(c2ccccc2)C1 (stereo not given),1,3,4,4,9,1.1,6,1627,0.9,1.1,-11
O=C(CNC(=O)c1ccc(Cl)cc1Cl)NCC(=O)Nc1ccccc1N1CCOCC1,1,5,0,-4,17,1,6,1321,0.8,0.32,-14
Cc1ccc(C)c2nc(N3CCCC3)c(C#N)cc12,2*,3,7,10,18,1.1,0,1637,0.8,·,·
CCOC(=O)N1CCN(C(=O)CSCC(=O)N=c2sc3ccccc3n2C)CC1,0.9,-4,1,4,15,0.9,5,1684,0.9,0.6,·
COc1ccc2nc(NC(=O)c3cc(S(=O)(=O)N4CCOCC4)ccc3C)sc2c1,1,8,1,20,16,0.8,4,1607,0.8,-0.23,·
O=C(NC(=S)Nc1ccccc1N1CCOCC1)c1ccco1,0.8,1,12,12,25,0.8,-7,1617,0.7,·,-14
CC1(C)CC(=O)C(C=NCCc2ccccn2)=C(O)C1,1,-10,-1,-3,3,0.9,-1,1427,1,·,3
CC1=C(C(=O)Nc2ccccn2)C(c2cn(C)nc2C)C2=C(CCCC2=O)N1 (stereo not given),0.9,6,1,13,4,0.9,10,1526,1,·,-16
CCCCOC(=O)C1C2C=C[C@]3(CN(C(C)c4ccc(OC)cc4)C(=O)[C@H]13)O2 (stereo not given in full),0.9,-6,4,5,7,0.9,5,1536,0.9,1.7,-11
CNC(=O)c1cc(C(=O)c2ccc(C(F)(F)F)cc2F)c[nH]1,1.1,-3,-6,7,9,1.1,1,1479,0.9,-0.15,-14
CCOc1ccc(N2C(=O)CN(c3cccc4ccccc34)C2=S)cc1,1.1,1,6,8,5,1,-1,1618,1,0.14,-2
Cc1cccc(OCC(=O)NC(=S)Nc2ccc(S(=O)(=O)NC3CCCCC3)cc2)c1,0.9,-2,0,1,19,0.9,10,1396,0.8,0.27,·
CCN(c1ccc(NC(=O)COC(=O)c2ccc(C)s2)cc1)C(C)C,0.9,2,2,11,8,1,0,1433,0.9,·,-15
CCN(CC)C(=S)NC(=O)C12CC3CC(CC(C3)C1)C2,1,4,-10,1,6,1,3,1239,0.9,0.089,-6
COc1ccc(NC(=O)C(NC(=O)c2ccc(=O)[nH]c2)c2ccc(C)cc2)cc1 (stereo not given),1,6,9,-1,10,1.1,3,1449,0.9,-0.26,-6
# More results
SMILES,PMI act hi M6P,PPARg SRC-3 ag,PPARg SRC1 recr,PPARg SRC2 recr,Diaphorase inh,PMI act,G6PDH CS,TR-FRET SRC-2 ct,Diaphorase act,ROMK mod,S1P3 antagonist
Cc1ccc(-c2oc3ncnc(N)c3c2-c2ccc(C)cc2)cc1,1,6,1,6,7,0.9,-27,1632,0.9,·,-22
CC1(C)CC(=O)C2=C(C1)OC1=C(C(=O)CC(C)(C)C1)C2c1cc([N+](=O)[O-])cc([N+](=O)[O-])c1O,1,2,0,1,15,1.1,11,1569,0.8,-0.88,-22
C/C(=N\NC(=O)C(N)=O)c1ccc(NC(=O)c2cccs2)cc1,1,5,7,6,9,0.9,6,1680,0.9,0.83,5
CCC(C)OC(=O)n1ccc(C(=O)Nc2nccs2)n1 (stereo not given),1,5,10,13,19,0.9,5,1560,0.8,·,-32
CC(C)Sc1nc2ncnc(N)c2[nH]1,1.1,4,-3,-10,5,1.1,2,1591,1,0.75,-18
COc1ccc(OC)c(S(=O)(=O)N(C)CC(=O)Nc2ccc3c(c2)OCO3)c1,1,-11,3,1,8,1,4,1635,0.9,0.67,4
CC(C)CNC(=O)c1ccccc1Oc1ccccc1,1,-6,-1,-2,8,1,-1,1229,0.9,0.091,·
CN(C)CC(C)(C)NS(=O)(=O)c1ccc(Cl)cc1,0.9,0,-7,6,10,1.1,4,1545,0.9,·,-5
CCOc1cc(C2C3=C(CC(C)(C)CC3=O)Nc3n[nH]c(C)c32)ccc1O (stereo not given),0.7,6,13,15,3,1.1,6,1661,1,-0.52,-9
COc1ccc(-c2cc(-c3ccc(O)cc3)nc(N)c2C#N)cc1OC,·,0,9,6,·,·,10,1588,·,2,-4
CCN(CC)P(=O)(Nc1ccc(SC(F)F)cc1)c1ccc(N(C)C)cc1NC(=O)c1ccco1 (stereo not given),0.6,0,2,2,27,0.7,10,1421,0.7,·,6
COc1cc(OC)cc(C(=O)NCCCN2CCN(CCCNC(=O)c3cc(OC)cc(OC)c3)CC2)c1,0.9,1,0,-12,9,1,-2,1493,0.9,-0.53,-5
O=C(CSc1ncn[nH]1)N1CCN(S(=O)(=O)c2ccc(Cl)cc2)CC1,0.9,-8,-6,-1,10,0.9,14,1530,0.9,-0.51,·
CCOc1ccccc1/C=C(/NC(=O)c1ccccc1)C(=O)NC(C)c1ccccc1 (stereo not given),0.9,-2,-4,-5,7,0.8,6,1530,0.9,-0.19,1
COc1ccc(C(C)(C)C)cc1NC(=O)CNc1cccc2ccccc12,0.6,2,1,2,27,0.7,-4,1654,0.7,·,-18
Cc1cc(C)c(NC(=O)c2ccc(CN3CCc4ccccc4C3)cc2)c(C)c1,1,-10,2,6,12,0.9,-5,1395,0.9,-0.48,·
Cc1cccc2c(CC(=O)O)noc12,1.1,-3,3,-4,2,1.1,10,1466,1,-0.29,-3
O=C(COc1ccc(Cl)cc1)Nc1ccc(Cl)cn1,1,-12,-5,-3,-1,1.1,13,1483,1,·,0
COc1ccccc1CCc1nnc(CCC(=O)NC(C)Cc2cccs2)o1 (stereo not given),·,3,2,-5,·,·,20,1257,·,0.01,-20
CCCCCCn1c(SCCCC)nc2c1c(=O)[nH]c(=O)n2C,1,-13,-2,-2,7,1,-32,1521,0.9,·,-4
CCC(C)NC(=O)CC(c1ccc(OC)cc1)n1cccc1 (stereo not given),1,-4,-4,5,16,0.9,0,1450,0.8,0.13,5
CCCCC(=O)NS(=O)(=O)c1ccc(N=NN2CCOCC2)cc1,1.1,4,2,-5,3,1,-9,1779,1,0.76,-11
Cc1ccc(CSc2nnc(SCC(=O)N/N=C/c3c[nH]c4ccccc34)s2)cc1,1.1,8,2,11,14,1,1,1582,0.9,0.21,8
CC(C)(C)C(=O)C[n+]1ccc(C(N)=O)cc1,0.7,-3,-1,3,24,0.9,-7,1430,0.8,0.72,-19
CC(=O)Nc1ccc(SC(C)C(=O)NC(N)=O)cc1 (stereo not given),1,7,7,6,9,1,-3,1681,0.9,0.17,·
# (more compounds)
SMILES,PMI act hi M6P,PPARg SRC-3 ag,PPARg SRC1 recr,PPARg SRC2 recr,Diaphorase inh,PMI act,G6PDH CS,TR-FRET SRC-2 ct,Diaphorase act,ROMK mod,S1P3 antagonist
CO/N=C\CC(=O)Nc1ccc(Oc2ccccc2)cc1,1.1,-2,-7,2,6,1.2,3,1561,0.9,2.5,-10
O/N=C/c1cn(-c2ccccc2)nc1-c1cccnc1,1.1,2,-1,2,-13,1.1,9,1554,1.1,-1.4,1
COc1cccc(OCC(=O)NNC(=O)C(=O)N2CCCC2)c1,1.1,6,10,9,6,1.2,-1,1645,0.9,0.57,-8
Cc1nc2c(=O)[nH]c3ccccc3c2o1,0.9,3,11,0,23,0.8,14,1616,0.8,-0.34,-15
COc1ccc(CCNC(=O)Cc2ccc(OCc3ccccc3)c(OC)c2[N+](=O)[O-])cc1OCc1ccccc1,1,-2,2,1,1,0.9,1,1598,1,-1.1,·
O=C(Nc1nc(-c2ccccc2)cs1)c1ccc2c(=O)n3c(nc2c1)CCCCC3,1,0,-3,-2,27,0.9,-33,1496,0.7,0.0006,-1
CCC(Sc1ccc(C(=O)O)cc1)C(=O)O (stereo not given),1.1,-9,-9,-16,-5,1.1,5,1482,1.1,0.43,-33
CC(C)(C)C(=O)c1cnc(Nc2ccccc2)s1,1,6,5,5,5,1,4,1731,1,-0.86,·
C1=C(c2ccccc2)N2CCN=C2S1,1.1,-4,0,6,7,1,-1,1473,0.9,-0.4,·
O=C(NNC(=S)NC(=O)c1ccccc1[N+](=O)[O-])c1ccccc1,1.1,7,-1,-5,29,1.1,5,1528,0.7,-0.48,·
Cn1ccnc1Sc1cc(NCCCO)c([N+](=O)[O-])c2nonc12,0.8,-4,-2,0,30,1,0,1661,0.7,1.2,-6
COc1ccc(OC)c(C(=O)c2ccc(C(=O)Nc3cccc4ccccc34)cc2)c1,1,6,6,12,8,1.1,-2,1606,0.9,0.064,-3

# Assay outcomes from PubChem BioAssay.
